# Bioassay records as filed in PubChem.
# UHRF1 binding: UHRF1 methylated DNA binding inhibitors, primary screen, counter-screen for MBD2 inhibitor project, biochemical, TR-FRET, human UHRF1, single concentration. E3 ubiquitin-protein ligase UHRF1 (Homo sapiens), Q96T88. AID 687016, 2013. 370,000 compounds, 0.75% hits. UHRF1 binding to methylated oligo. inhibition, % at 4.4 µM; in the data active = inhibition above about 21%;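 note: UHRF1 SRA domain binding a hemimethylated CpG hairpin DNA probe; 0% = median of test compound wells and 100% = reference inhibitor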
# Target sequence (Q96T88 whole entry, looked up, the tested form may be a part): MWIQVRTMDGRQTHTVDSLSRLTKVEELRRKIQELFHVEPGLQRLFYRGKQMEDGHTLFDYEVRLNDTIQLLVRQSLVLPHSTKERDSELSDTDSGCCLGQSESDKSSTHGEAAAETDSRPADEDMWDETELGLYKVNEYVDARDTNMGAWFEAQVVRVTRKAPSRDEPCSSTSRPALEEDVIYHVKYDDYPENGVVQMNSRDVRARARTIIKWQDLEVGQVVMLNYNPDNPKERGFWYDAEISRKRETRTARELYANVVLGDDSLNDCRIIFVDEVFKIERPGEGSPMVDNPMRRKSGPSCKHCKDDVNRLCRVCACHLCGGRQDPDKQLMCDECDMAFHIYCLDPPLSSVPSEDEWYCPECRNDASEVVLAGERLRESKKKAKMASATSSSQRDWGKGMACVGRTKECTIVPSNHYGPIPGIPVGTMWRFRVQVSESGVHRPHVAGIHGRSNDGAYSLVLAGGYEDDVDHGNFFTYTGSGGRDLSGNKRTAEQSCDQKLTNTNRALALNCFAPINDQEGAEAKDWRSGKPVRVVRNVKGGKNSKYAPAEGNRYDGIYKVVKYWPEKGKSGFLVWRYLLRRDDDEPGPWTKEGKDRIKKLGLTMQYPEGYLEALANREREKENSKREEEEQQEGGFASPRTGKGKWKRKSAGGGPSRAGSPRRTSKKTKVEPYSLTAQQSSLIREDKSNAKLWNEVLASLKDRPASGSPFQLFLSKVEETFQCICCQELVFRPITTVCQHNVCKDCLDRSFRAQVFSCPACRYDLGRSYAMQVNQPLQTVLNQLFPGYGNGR
# NPR1 activator: GC-A stimulated cGMP production enhancers – HEK293 GC-A cells, cGMP TR-FRET, EC30 ANP, primary screen. Atrial natriuretic peptide receptor 1 (Homo sapiens), P16066. 0% at EC30 ANP, 100% saturating ANP. activation, % at 10 µM. 370,000 compounds, 0.14% hits. AID 1671463, 2021; in the data active = activation above about 40%
# rCAG RNA binder: binders of r(CAG) RNA repeats, primary screen, biochemical, fluorescence; r(CAG) RNA repeat, TO-PRO-1 dye displacement fluorescence; inhibition, % at 3 µM; 370,000 compounds, 1.3% hits;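 active = inhibition above the plate cutoff, the mean of all test compounds on that plate plus 3 SD, cut at about 35% in these data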;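 note: 0% = DMSO alone and 100% = 100 µM mitoxantrone as full dye displacement; higher means more dye released from RNA so lower well fluorescence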
# mABHD4 FP: ABHD4 inhibitors, primary screen, biochemical, fluorescence polarization, mouse; (Lyso)-N-acylphosphatidylethanolamine lipase (Mus musculus), Q8VD66; purified mABHD4, FP-Rh probe fluorescence polarization; AID 720543, 2013; 370,000 compounds, 0.54% hits; inhibition, % at 8.92 µM;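 active = inhibition exceeding the mean over every tested compound plus 3 SD, cut at about 30% in these data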;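 note: 0% = plate median of compound wells and 100% = S159A mutant with DMSO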
# Target sequence (Q8VD66 whole entry, looked up): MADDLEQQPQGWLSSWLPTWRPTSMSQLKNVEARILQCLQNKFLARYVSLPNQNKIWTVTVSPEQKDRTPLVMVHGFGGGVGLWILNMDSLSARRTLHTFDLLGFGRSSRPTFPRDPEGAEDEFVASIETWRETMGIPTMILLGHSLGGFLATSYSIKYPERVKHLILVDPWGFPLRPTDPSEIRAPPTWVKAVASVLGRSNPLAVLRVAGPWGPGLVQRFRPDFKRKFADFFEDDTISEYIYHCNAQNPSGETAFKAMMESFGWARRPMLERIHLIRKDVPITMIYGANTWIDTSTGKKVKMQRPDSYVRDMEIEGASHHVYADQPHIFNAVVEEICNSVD
#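 assay system = mABHD4 protein | compound dosing = single nominal dose of 8.92 µM, 0.89% DMSO final | read-out basis = percent inhibition of probe binding, normalized to plate controls | schedule = Enzyme–compound pre-incubation 45 min, then probe 60 min, both 25 °C | detection = fluorescence polarization, excitation 525 nm, emission 598 nm, BODIPY TMR filters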
# TCR-CD3 inh: inhibitors of human TCR-CD3 interaction, primary screen, biochemical, fluorescence, TAMRA-labeled TCR probe. T-cell receptor (TCR). inhibition, % at 9.4 µM. 360,000 compounds, 0.37% hits. AID 651800, 2012; in the data active = inhibition above about 19%;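 note: recombinant mutant TCR 2C K166C tagged with TAMRA read by polarization; 0% = receptor in buffer alone and 100% = receptor with positive control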
# SIAE inh: human SIAE inhibitors, primary screen, biochemical, fluorescence polarization, FP-Rh probe, 1536-well HTS. SIAE FP-Rh probe binding. inhibition, % at 9.66 µM. 370,000 compounds, 0.69% hits. Sialate O-acetylesterase (Homo sapiens), Q9HAT2;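 active = inhibition above a cutoff: mean of compounds within the control limits plus 3 SD of those, cut at about 17% in these data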;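 note: 0% = plate median of compound wells and 100% = probe without SIAE protein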
# MBD2 DNA inh: inhibitors of MBD2 binding to methylated DNA, primary screen, biochemical, TR-FRET, DNA-binding domain, human; Methyl-CpG-binding domain protein 2 (Homo sapiens), Q9UBB5; MBD2 binding to methylated oligonucleotide; inhibition, % at 4.4 µM; 370,000 compounds, 0.31% hits; AID 686964, 2013; in the data active = inhibition above about 13%
# HTRA1 inh: HTRA1 serine protease inhibitors, primary screen, biochemical, fluorescence polarization, HTS; inhibition, % at 5.96 µM; AID 504803, 2011; 340,000 compounds, 0.5% hits; recombinant HTRA1, FP-rhodamine activity-based probe; Q92743; in the data active = inhibition above about 36%;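 note: 0% = enzyme with DMSO and 100% = wells lacking enzyme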
# PRMT1 inh: PRMT1 methyltransferase inhibitors, primary screen, biochemical, fluorescence polarization; recombinant PRMT1, activity-based probe fluorescence polarization; inhibition, % at 2.79 µM; 370,000 compounds, 1.3% hits; AID 652257, 2013;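 active = inhibition above about 21% made by adding two undisclosed values, limit read from the data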
# GC-B act: human GC-B receptor activators, primary screen, HEK293 GC-B cells, cGMP TR-FRET, EC30 CNP; Atrial natriuretic peptide receptor 2 (Homo sapiens), P20594; 0% at EC30 CNP, 100% saturating CNP; activation, % at 10 µM; 370,000 compounds, 0.11% hits; AID 1920062, 2024;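 active = activation at 10 µM reaching about 35% in either raw or pattern-adjusted values, limit read from the data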
# * hit, by the source's call; . = not tested or not shown.
# Order of results: UHRF1 binding	NPR1 activator	rCAG RNA binder	mABHD4 FP	TCR-CD3 inh	SIAE inh	MBD2 DNA inh	HTRA1 inh	PRMT1 inh	GC-B act
> C/C=C/c1ccc(OCC(=O)OCC2=C(C(=O)OCC)C(C)NC(=O)N2)c(OC)c1 (stereo unspecified)
→ -2	-13	-6	-2	0	8	-6	-3	2	-10
> Cc1ccc(N=Nc2c(O)[nH]c(=O)[nH]c2=O)cc1S(=O)(=O)Nc1ccc(Br)cc1
→ 2	-37	36*	20	0	-2	-3	-10	4	-16
> Cc1ccc(CN2CCC[C@]3(N[C@H](c4ccccc4)[C@@H]4C(=O)N(Cc5ccccc5)C(=O)[C@@H]43)C2=O)cc1
→ -1	-2	1	3	-2	4	1	-42	1	3
> O=C(Nc1ccc2c(c1)OCCO2)C(CCc1ccccc1)N1CCN(C/C=C/c2ccccc2)CC1 (stereo unspecified)
→ -4	-1	4	1	-2	4	3	.	-2	-1
> O=C(Nc1ccc2c(c1)OCCO2)C1CCN(c2cnccn2)CC1
→ 2	3	-5	-2	-3	-1	0	3	2	2
> CN(Cc1cccc(F)c1)C(=O)CN1CCN(S(=O)(=O)c2ccc3c(c2)OCCCO3)CC1
→ 7	-1	-6	-4	-4	-4	-1	6	2	-1
> O=C1CN(S(=O)(=O)c2ccc([N+](=O)[O-])cc2)CC(=O)N1
→ 0	6	1	-1	-1	-5	1	-1	2	5
> Cc1ccc(S(=O)(=O)NCCCN2CCOCC2)cc1C
→ -1	1	-1	2	-1	-1	-2	0	0	3
> C[C@H]1[C@H](NCc2cccnc2)CC[C@@]23CCCN2C(=O)CCC[C@@H]13
→ 0	6	.	1	.	-5	0	.	1	-1
> O=c1c2ccccc2nc(SCc2nnc(-c3ccccc3Br)o2)n1-c1ccccc1
→ -4	.	2	5	11	-10	-5	-2	-5	.
> CC1(C(=O)NS(=O)(=O)c2ccc(Cl)cc2)CCN1C(=O)Cc1ccc(-c2ccccc2)cc1 (stereo unspecified)
→ -2	5	66*	2	7	-9	1	.	-3	1
> CCc1cc(C(=O)Cc2nc3ccccc3s2)c(O)cc1OCC(=O)O
→ 3	0	23	-3	1	-6	2	-2	13	-4
> NC(=O)C1CCN(C(=O)CCc2ccsc2)CC1
→ 0	-2	3	1	-1	2	-5	4	-6	3
> CS(=O)c1ccccc1COC(=O)Nc1ccc(Cl)cc1 (stereo unspecified)
→ -1	2	-7	-5	8	-8	0	-7	-2	-1
> Cc1ccc(C(=O)C(SC(C)(C)C)n2cncn2)cc1 (stereo unspecified)
→ 3	4	-5	2	-4	-2	1	0	5	-1
> O=C(Cc1ccc(Cl)cc1)Nc1ccccn1
→ -2	4	-1	-1	-3	1	1	-9	3	5
> CCOC(=O)C1=C(C(C)=O)C(c2cccnc2)C(C#N)=C(N)O1 (stereo unspecified)
→ 1	1	-1	6	4	5	8	9	1	-5
> C#CCNC(=O)C1=C[C@H](c2ccc(C(F)(F)F)cc2)C[C@H](OCc2ccc(CO)cc2)O1
→ 1	-2	-3	-10	6	-3	-3	-49	2	2
> O=C(Oc1ccc(-c2ccccc2)cc1)N1CCCCC1
→ -2	-1	-3	-8	1	2	0	-2	-4	-2
> CC(C)C[C@H]1CN=C(N(C)C)N1CC1CCCC1
→ -2	-7	2	4	-2	7	3	2	-1	-13

# Next section (2 carried over from the part before).
# Order of results: UHRF1 binding	NPR1 activator	rCAG RNA binder	mABHD4 FP	TCR-CD3 inh	SIAE inh	MBD2 DNA inh	HTRA1 inh	PRMT1 inh	GC-B act
> O=C(Oc1ccc(-c2ccccc2)cc1)N1CCCCC1
→ -2	-1	-3	-8	1	2	0	-2	-4	-2
> CC(C)C[C@H]1CN=C(N(C)C)N1CC1CCCC1
→ -2	-7	2	4	-2	7	3	2	-1	-13
> COc1ccccc1-n1c(-c2ccccc2)n[nH]c1=S
→ 4	1	1	-3	-3	2	1	0	-3	-1
> C[C@H]1CN([C@@H](C)CO)C(=O)CCCn2nncc2CO[C@@H]1CN(C)S(=O)(=O)c1ccc(Oc2ccccc2)nc1
→ -1	-1	2	1	-2	-1	2	-5	4	-2
> CCCCOc1ccc(S(=O)(=O)NC(=O)C2(C)CCN2C(=O)CCc2ccccc2)cc1 (stereo unspecified)
→ -1	4	39*	2	3	10	2	.	-2	2
> CCc1ccc(N2C=C(C(=O)OC)C(c3ccccc3F)C(C#N)=C2N)cc1 (stereo unspecified)
→ -1	-2	2	-5	2	5	-2	.	0	-3
> CCc1nc2ccc(C(=O)Nc3ccc(OC)c(OC)c3)cn2c1N(CCC(C)C)CCN(C)C
→ 2	0	-2	2	10	5	0	.	2	0
> CSc1ccccc1OC1CCN(Cc2ccccc2)CC1
→ -3	-3	-3	-2	0	9	-4	-2	-1	-1
> CC(C)CCn1nc(C(=O)OCC(=O)NC(C)c2ccccc2)c2ccccc2c1=O (stereo unspecified)
→ -1	-4	0	-6	-2	-2	1	-13	0	-1
> CCN(CC)C(=O)C1=C(C)N(Cc2ccc(C(C)(C)C)cc2)C(=O)C(CC(=O)NCCc2ccccn2)C1 (stereo unspecified)
→ 0	2	2	10	-3	4	-1	-2	2	2
> O=CNCCCc1nc2ccccc2n1Cc1ccccc1
→ -1	-2	-6	6	-2	-2	0	1	-7	-4
> C=CCNC(=S)N1CCC(C(=O)c2ccc(Cl)cc2)CC1
→ -2	10	-3	-4	-3	3	5	-1	-1	8
> CCOc1ccc(N(CC(=O)N2CCN(c3ccccc3F)CC2)S(=O)(=O)c2c(C)noc2C)cc1
→ 0	-1	2	3	6	6	-1	-2	-1	3
> COc1ccccc1CNC(=S)Nc1ccc2nc(N3CCN(C)CC3)cc(C)c2c1
→ -1	1	-3	-3	3	9	-1	-2	-5	-3
> Cn1ccnc1C(OC(=O)c1ccccc1)C(F)(F)F (stereo unspecified)
→ 1	4	1	-9	0	-3	6	10	7	-1
> Cc1ccc(NC(=O)C2CCN(S(=O)(=O)c3ccc(F)cc3)CC2)cc1
→ 0	-1	5	-1	0	3	4	-7	-2	0
> O=C(OCc1cn([C@H]2CN(C(=O)c3cccs3)[C@@H](c3ccccc3)C[C@@H]2O)nn1)c1ccccc1
→ -1	0	4	-6	-7	2	-1	-9	5	11
> O=C(C1=C[C@@H](c2coc3ccccc3c2=O)C[C@@H](OCCCCO)O1)N1CCOCC1
→ 2	-1	-2	2	-1	-6	0	10	0	2
> Cc1cc(C)c(NC(=O)c2c[nH]c(=S)n2-c2ccc(F)cc2)c(C)c1
→ -1	3	1	3	-3	10	1	7	-2	-4
> Cc1cccc(Nc2nc(-c3ccc4c(c3)OCCO4)cs2)c1
→ 0	11	10	11	-3	6	5	6	1	2
> COc1ccc(-c2cn[nH]c2-c2ccc(OC)cc2O)cc1
→ -1	12	1	-12	-3	6	3	-3	3	0
> Cc1cc(N2CCN(c3ccccc3Cl)CC2)n2cc(-c3ccccc3)nc2n1
→ 6	-4	1	-13	-5	2	2	-15	-1	-10

# Compounds from the list above with a tert-butyl group (two):
# Order of results: UHRF1 binding	NPR1 activator	rCAG RNA binder	mABHD4 FP	TCR-CD3 inh	SIAE inh	MBD2 DNA inh	HTRA1 inh	PRMT1 inh	GC-B act
> Cc1ccc(C(=O)C(SC(C)(C)C)n2cncn2)cc1 (stereo unspecified)
→ 3	4	-5	2	-4	-2	1	0	5	-1
> CCN(CC)C(=O)C1=C(C)N(Cc2ccc(C(C)(C)C)cc2)C(=O)C(CC(=O)NCCc2ccccn2)C1 (stereo unspecified)
→ 0	2	2	10	-3	4	-1	-2	2	2

# The list goes on.
# Order of results: UHRF1 binding	NPR1 activator	rCAG RNA binder	mABHD4 FP	TCR-CD3 inh	SIAE inh	MBD2 DNA inh	HTRA1 inh	PRMT1 inh	GC-B act
> CC(NC(=O)Cn1cnc2c1c(=O)n(C)c(=O)n2C)c1ccccc1 (stereo unspecified)
→ 2	6	2	6	-6	14	-3	4	0	2
> COc1ccc(N2C(=O)CCC(C(=O)O)C2c2ccc(OC)c(OC)c2)cc1 (stereo unspecified)
→ -4	3	1	0	9	3	-2	6	0	3
> CCOC(=O)C1=C2N(C)c3ccccc3N2CCC1=O
→ 1	3	1	-8	2	5	-2	0	1	6
> CCOC(=O)C1=c2s/c(=C\c3cccnc3)c(=O)n2C(N)=C(C(=O)OC)C1c1cccnc1 (stereo unspecified)
→ 7	-5	2	-1	-12	-3	1	7	-2	-6
> CCOC(=O)C1CCN(Cc2cn(C)nc2-c2ccc(Oc3ccccc3)cc2)CC1
→ 0	1	-10	-3	5	5	-3	-5	0	0
> O=C(CSc1nnc(NC(=O)c2cccc(F)c2)s1)NC1CC1
→ -2	1	-3	5	0	-2	1	2	0	0
> O=C(CN1CCOCC1)N/N=C/c1cccc2ccccc12
→ -4	-2	-3	3	-2	-9	-2	1	1	-3
> CCOc1cc(C#N)c(NC(=O)c2ccnn2C)cc1OCC
→ 0	0	0	-1	1	-4	-3	-5	-1	2
> CCC(C(=O)NC1CCCCCC1)c1ccccc1 (stereo unspecified)
→ 1	-1	-6	1	0	-2	4	1	4	-4
> Cc1nc2cc(C(=O)N3CCN(C(=O)C(C)(C)C)CC3)ccc2n1C1CCCC1
→ 3	2	-1	4	.	5	4	.	5	-4
> COc1cc(OC)c(NC(=O)CC2SC(N)=NC2=O)cc1Cl (stereo unspecified)
→ 0	4	-1	1	-1	-4	-4	4	2	-1
> CC(=O)NC(Cc1c[nH]c2ccccc12)C(=O)OCC(=O)N1CCCCCC1 (stereo unspecified)
→ 0	0	-7	3	-3	-2	-7	-5	2	-3
> COc1ccc(C(c2nnnn2Cc2cccs2)N2CCN(c3ccccc3)CC2)cc1OC (stereo unspecified)
→ 0	-1	-4	-5	-1	4	0	-3	2	2
> Cc1ccc(C(=O)CNc2cccc(Cl)c2)cc1
→ -1	4	0	2	-6	-2	-2	6	-3	-1
> CCCCCc1nnc(NS(C)(=O)=O)s1
→ 4	-4	-2	-3	-2	-3	3	3	0	5
> CN(C)C(=O)OCc1c(-c2ccccc2)ncc2ccccc12
→ -2	9	-3	5	2	-5	3	-3	-1	17
> COC(=O)c1sccc1-c1ccc(C(=O)Nc2cccnc2)o1
→ 10	27	7	-10	10	-11	3	-5	0	18
> CCOC(=O)c1c(NC(=O)CN2C(=O)NC3(CCCC3)C2=O)sc(C)c1CC
→ 3	-2	-2	-15	-2	-6	-1	-23	-2	3
> COc1ccc(S(=O)(=O)N2CC(C)N(C(=O)N3CCOCC3)C2)cc1 (stereo unspecified)
→ -4	-1	2	5	9	4	-8	1	-4	-3

# Some entries already given, reduced to UHRF1 binding and HTRA1 inh.
compound	UHRF1 binding	HTRA1 inh
CCOC(=O)C1=c2s/c(=C\c3cccnc3)c(=O)n2C(N)=C(C(=O)OC)C1c1cccnc1 (stereo unspecified)	7	7
COc1cc(OC)c(NC(=O)CC2SC(N)=NC2=O)cc1Cl (stereo unspecified)	0	4
CCC(C(=O)NC1CCCCCC1)c1ccccc1 (stereo unspecified)	1	1

# Only part of the results is shown (hit frequency here may not be typical).
